High-throughput results deposited in PubChem by several laboratories.
Fam108B counter: mouse Fam108B serine hydrolase inhibitors, primary screen, counter-screen for RBBP9 inhibitor project, biochemical, fluorescence polarization. recombinant Fam108B, FP-Rh probe fluorescence polarization. AID 1947, 2009. inhibition, % at 9.51 µM. 0.33% of 300,000 active;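 active means inhibition above the screen mean inhibition plus 3 SD, computed separately per campaign, cut at about 18% in these data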;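 further: inhibitors lower polarization as less probe binds the enzyme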
pPAFAH inh: pPAFAH enzyme inhibitors, primary screen, biochemical, fluorescence polarization, human; Platelet-activating factor acetylhydrolase (Homo sapiens), Q13093; recombinant pPAFAH, FP-rhodamine probe fluorescence polarization; inhibition, % at 3.39 µM; 1.5% of 330,000 active;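 active means inhibition above the mean inhibition across the screen plus 3 SD, cut at about 25% in these data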;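 further: inhibitors block binding of the rhodamine activity-based probe so polarization drops; 0% = enzyme with DMSO and 100% = wells lacking pPAFAH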
PAFAH1B2 FP inh: PAFAH1B2 enzyme inhibitors, primary screen, biochemical, fluorescence polarization, human; Platelet-activating factor acetylhydrolase IB subunit alpha2 (Homo sapiens), P68402; recombinant PAFAH1B2, FP-rhodamine activity probe; inhibition, % at 3.39 µM; 1.2% of 340,000 active;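 active means inhibition above the mean of all tested compounds plus 3 SD, cut at about 24% in these data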;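 further: 0% = enzyme with DMSO and 100% = wells lacking PAFAH1B2; many of its hits are not listed in these tables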
Target sequence (P68402 whole entry, looked up): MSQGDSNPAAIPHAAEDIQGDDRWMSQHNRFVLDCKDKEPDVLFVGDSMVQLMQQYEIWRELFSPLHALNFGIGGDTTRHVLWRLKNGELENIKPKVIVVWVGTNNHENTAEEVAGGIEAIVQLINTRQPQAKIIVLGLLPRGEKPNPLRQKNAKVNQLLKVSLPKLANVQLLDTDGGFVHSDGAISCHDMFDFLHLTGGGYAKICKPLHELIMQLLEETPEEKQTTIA
MEX-5 binding: MEX-5 zinc finger RNA-binding disruptors – biochemical, C. elegans, fluorescence polarization, MLPCN library, primary screen. MEX-5/FITC-TCR2 RNA binding; stronger effect = lower value. 0.38% of 300,000 active. activity score (negative = inhibition of binding), % at 10 µM. AID 1832, 2009;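 active means inhibition past about -25% in most replicates, and total fluorescence under double the plate's negative control median, limit read from the data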;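 further: 0% = DMSO and -100% = 5 µM competing unlabeled TCR2 RNA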
Target sequence (Q9XUB2 whole entry, looked up): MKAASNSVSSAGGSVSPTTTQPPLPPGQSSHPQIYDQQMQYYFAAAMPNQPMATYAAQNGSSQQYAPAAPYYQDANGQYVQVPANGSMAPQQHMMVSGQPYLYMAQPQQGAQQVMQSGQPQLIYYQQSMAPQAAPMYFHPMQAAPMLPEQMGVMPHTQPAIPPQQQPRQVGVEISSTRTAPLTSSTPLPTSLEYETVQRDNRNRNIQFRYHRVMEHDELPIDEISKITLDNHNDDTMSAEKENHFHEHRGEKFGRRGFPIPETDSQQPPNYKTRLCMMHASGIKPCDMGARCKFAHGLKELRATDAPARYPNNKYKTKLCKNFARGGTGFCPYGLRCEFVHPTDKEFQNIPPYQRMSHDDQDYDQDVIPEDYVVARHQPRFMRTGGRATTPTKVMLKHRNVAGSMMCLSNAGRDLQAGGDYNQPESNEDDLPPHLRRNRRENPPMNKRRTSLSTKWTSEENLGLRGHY
MCL1-BIM inh: inhibitors of MCL1 binding to BIM-BH3, primary screen, biochemical, fluorescence polarization; AID 2057, 2009; 0.68% of 320,000 active; inhibition, % at 10.9 µM; Induced myeloid leukemia cell differentiation protein Mcl-1 (Homo sapiens), Q07820; GST-MCL1 / FITC-Bim-BH3 fluorescence polarization;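 active means inhibition above the mean inhibition of all tested compounds plus 3 SD, set per campaign, cut at about 40% in these data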;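 further: 0% = DMSO wells and 100% = unlabeled Bim-BH3 peptide control; higher means more loss of mP so more displacement of Bim peptide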
PME-1 primary: PME-1 inhibitors via competitive probe labeling, primary screen, biochemical, fluorescence polarization, FP-Rh probe, HTS; Protein phosphatase methylesterase 1 (Homo sapiens), Q9Y570; recombinant PME-1; inhibition, % at 5.9 µM; 0.53% of 320,000 active; AID 2130, 2009;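 active means inhibition above the campaign mean of all compounds plus 3 SD, cut at about 26% in these data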;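 further: competitive labeling of PME-1 active site by serine hydrolase directed probe; 0% = PME-1 with DMSO and 100% = wells lacking PME-1 enzyme; inhibitors block probe labeling so polarization falls and inhibition rises; many of its hits are not listed in these tables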
Bcl-xL primary: inhibitors of human Bcl-xL, primary screen, biochemical, fluorescence polarization, HTS | 0.7% of 320,000 active | inhibition, % at 10.9 µM | Bcl-2-like protein 1 (Homo sapiens), Q07817 | GST-Bcl-xL / FITC-Bim BH3 peptide fluorescence polarization;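 active means inhibition above the mean of all tested compounds plus 3 SD, cutoff set per campaign, cut at about 30% in these data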;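 further: 0% = DMSO wells and 100% = unlabeled Bim-BH3 peptide competitor; inhibitors lower millipolarization by displacing the labeled peptide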
AHR activator: AHR activators, primary screen, cell-based, luminescence, luciferase reporter, human; activation, % at 5 µM; AHR-responsive luciferase reporter cells; Aryl hydrocarbon receptor (Homo sapiens), P35869; AID 2796, 2010; 2.5% of 320,000 active; in the data active means activation above about 47%;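 further: 0% = vehicle wells and 100% = reference agonist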
GLD-1 TGE inh: GLD-1/TGE RNA complex disruptors, primary screen, biochemical, fluorescence polarization | purified GLD-1 + fluorescein TGE RNA | inhibition, % at 5.96 µM | 0.44% of 320,000 active | AID 2280, 2010;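 active means percent inhibition above a per-plate cutoff, the plate mean of test compounds plus 3 SD, cut at about 30% in these data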;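 further: 0% = DMSO wells with GLD-1 and probe and 100% = wells lacking GLD-1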
The depositor's hits bear a star; . = not tested or not shown.

SMILES	Fam108B counter	pPAFAH inh	PAFAH1B2 FP inh	MEX-5 binding	MCL1-BIM inh	PME-1 primary	Bcl-xL primary	AHR activator	GLD-1 TGE inh
COc1ccc(/C=N/n2cnc3c([nH]c4ccc(F)cc43)c2=O)cc1CN1CCCC1	4	5	3	-3.8	2	1	1	4	2
Cc1nn(Cc2cccc(C(=O)Nc3ccn(Cc4ccccc4F)n3)c2)c(C)c1[N+](=O)[O-]	-6	2	2	0.8	3	-3	1	-1	1
O=C(Nc1ccc(-c2nc3ccccc3s2)c(OC(=O)c2ccccc2)c1)c1ccccc1	-40	5	-1	0.9	3	-20	10	2	-4
O=C(CN1C(=O)C2CC=CCC2C1=O)OCc1cc(=O)n2cc(Br)ccc2n1 (stereo unspecified)	-3	0	0	0.3	6	2	3	0	-9
C[C@]12CC[C@@H]3c4ccc(O[C@@H]5O[C@H](C(=O)O)[C@@H](O)[C@H](O)[C@H]5O)cc4CC[C@H]3[C@@H]1C[C@@H](O)[C@@H]2O	1	2	3	-1.1	4	-2	4	-2	4
CCc1cc(C(=O)N2CCN(c3ncccn3)CC2)sc1C	-5	0	-3	-2.2	0	-1	5	-5	-2
O=C(CCN1C(=O)C2CCCCC2C1=O)Nc1ccc(Br)cc1F (stereo unspecified)	1	0	-3	2.0	-5	1	-1	1	4
CCOC(=O)c1cc(CC)sc1NC(=O)COC(=O)c1cc[n+]([O-])cc1	0	3	4	-1.5	3	3	4	2	1
COc1ccccc1N1C(=O)c2cccc3cccc(c23)C1=O	7	0	1	-4.0	14	-1	6	2	3
CCc1ccc(N=c2c([N+](=O)[O-])nn(-c3ccc4c(c3)OCCO4)n2O)cc1	1	2	-6	0.7	11	-2	2	-3	1
O=C(Nc1cccc(S(=O)(=O)N2CCCCC2)c1)C1CCCC1	.	0	3	.	0	1	1	2	7
CCc1ccc(C(=O)Nc2cc3c(cc2Cl)OCCCO3)cc1	2	5	4	-0.9	3	2	0	-1	11
O=c1c2ccccc2nc2n1-c1ccccc1CCC2	0	0	2	-1.3	6	-3	1	0	5
CCc1[nH]c(=O)[nH]c1C(C)S(=O)(=O)c1ccc(C)cc1 (stereo unspecified)	-8	-2	4	-0.1	8	5	9	-3	4
CCCN1Cc2cccc(C(=O)NC(C)c3cccs3)c2C1=O (stereo unspecified)	2	3	-4	0.1	5	3	1	10	8
COc1ccc(CNC(=O)C2CCN(c3nccs3)CC2)cc1	0	-2	2	0.2	1	6	9	0	-2
c1ccc(-c2ccc(C3=Nn4c(nnc4-c4cc(-c5ccccc5)n[nH]4)SC3)cc2)cc1	-28	-8	0	-0.1	4	-32	-2	31	2
CN(C(=O)c1cnc2n(c1=O)CCS2)C1CCCCC1	5	0	-3	4.2	2	-3	-2	-1	-8
O=C(CCS(=O)(=O)c1ccc(Cl)cc1)N1CCN(c2ccccc2F)CC1	-1	8	-2	1.2	0	8	7	0	-1
CCC(C(=O)NCCCN1CCN(CC)CC1)n1nc(C)n2c(cc3occc32)c1=O (stereo unspecified)	1	6	-2	2.8	5	-8	1	2	0

17 consecutive records from above, for reference:
SMILES	Fam108B counter	pPAFAH inh	PAFAH1B2 FP inh	MEX-5 binding	MCL1-BIM inh	PME-1 primary	Bcl-xL primary	AHR activator	GLD-1 TGE inh
COc1ccc(/C=N/n2cnc3c([nH]c4ccc(F)cc43)c2=O)cc1CN1CCCC1	4	5	3	-3.8	2	1	1	4	2
Cc1nn(Cc2cccc(C(=O)Nc3ccn(Cc4ccccc4F)n3)c2)c(C)c1[N+](=O)[O-]	-6	2	2	0.8	3	-3	1	-1	1
O=C(Nc1ccc(-c2nc3ccccc3s2)c(OC(=O)c2ccccc2)c1)c1ccccc1	-40	5	-1	0.9	3	-20	10	2	-4
O=C(CN1C(=O)C2CC=CCC2C1=O)OCc1cc(=O)n2cc(Br)ccc2n1 (stereo unspecified)	-3	0	0	0.3	6	2	3	0	-9
C[C@]12CC[C@@H]3c4ccc(O[C@@H]5O[C@H](C(=O)O)[C@@H](O)[C@H](O)[C@H]5O)cc4CC[C@H]3[C@@H]1C[C@@H](O)[C@@H]2O	1	2	3	-1.1	4	-2	4	-2	4
CCc1cc(C(=O)N2CCN(c3ncccn3)CC2)sc1C	-5	0	-3	-2.2	0	-1	5	-5	-2
O=C(CCN1C(=O)C2CCCCC2C1=O)Nc1ccc(Br)cc1F (stereo unspecified)	1	0	-3	2.0	-5	1	-1	1	4
CCOC(=O)c1cc(CC)sc1NC(=O)COC(=O)c1cc[n+]([O-])cc1	0	3	4	-1.5	3	3	4	2	1
COc1ccccc1N1C(=O)c2cccc3cccc(c23)C1=O	7	0	1	-4.0	14	-1	6	2	3
CCc1ccc(N=c2c([N+](=O)[O-])nn(-c3ccc4c(c3)OCCO4)n2O)cc1	1	2	-6	0.7	11	-2	2	-3	1
O=C(Nc1cccc(S(=O)(=O)N2CCCCC2)c1)C1CCCC1	.	0	3	.	0	1	1	2	7
CCc1ccc(C(=O)Nc2cc3c(cc2Cl)OCCCO3)cc1	2	5	4	-0.9	3	2	0	-1	11
O=c1c2ccccc2nc2n1-c1ccccc1CCC2	0	0	2	-1.3	6	-3	1	0	5
CCc1[nH]c(=O)[nH]c1C(C)S(=O)(=O)c1ccc(C)cc1 (stereo unspecified)	-8	-2	4	-0.1	8	5	9	-3	4
CCCN1Cc2cccc(C(=O)NC(C)c3cccs3)c2C1=O (stereo unspecified)	2	3	-4	0.1	5	3	1	10	8
COc1ccc(CNC(=O)C2CCN(c3nccs3)CC2)cc1	0	-2	2	0.2	1	6	9	0	-2
c1ccc(-c2ccc(C3=Nn4c(nnc4-c4cc(-c5ccccc5)n[nH]4)SC3)cc2)cc1	-28	-8	0	-0.1	4	-32	-2	31	2

The results go on.
SMILES	Fam108B counter	pPAFAH inh	PAFAH1B2 FP inh	MEX-5 binding	MCL1-BIM inh	PME-1 primary	Bcl-xL primary	AHR activator	GLD-1 TGE inh
CCN(Cc1ccccc1)S(=O)(=O)c1ccc(S(=O)(=O)N2CCN(C)CC2)cc1	-1	-10	-4	0.5	-1	-12	1	1	9
CCOC(=O)c1oc2ccccc2c1CN1CCOCC1	-1	2	8	1.3	4	-3	3	-3	0
CSCCC(NS(=O)(=O)c1ccc2c(c1)oc(=O)n2C)C(=O)NC1CCCc2ccccc21 (stereo unspecified)	-2	-1	1	-1.4	-3	-3	4	19	9
CCN(CC)S(=O)(=O)c1ccc(NC(=S)NC(=O)C(C)C)cc1	-1	2	4	-1.5	7	-1	3	-2	4
CCC(OC(=O)C1=Cc2ccccc2OC1)C(=O)NC1CCCC1 (stereo unspecified)	-1	0	3	0.3	2	-10	-1	-2	0
CSc1ncc(C(=O)Nc2ccc(C)cc2C)c(C)n1	-2	2	5	1.4	5	-1	5	-5	2
Cc1cc(NC(=O)Nc2ccc(C)c(C)c2)no1	2	0	1	-0.9	-7	9	3	36	8
CN(C)C(=O)CCCc1nc(-c2ccc(Cl)cc2)no1	0	5	3	2.8	3	2	6	3	0

This is a subset (hit frequency here may not be typical).
